Screens (PubChem BioAssay)
HMGR II inh = blocks class II HMG-CoA reductase of Enterococcus faecalis. purified E. faecalis HMGR, NADPH absorbance 340 nm kinetic. inhibition, % at 10 µM. 0.41% of 190,000 active;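 active = inhibition above a set limit, the median over all tested compounds plus 3 SD, cut at about 9.5% in these data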;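 also: enzyme runs in reverse so mevalonate oxidation gives rising NADPH absorbance; 0% = complete reaction with DMSO and 100% = background rate lacking mevalonate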
PPARg SRC-3 ag = PPARgamma-driven SRC-3 recruitment agonism. P37231. biochemical PPARgamma/SRC-3 coactivator recruitment assay. activation, % at 8 µM. 0.26% of 200,000 active; in the data active = activation above about 23%;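 also: 0% = DMSO and 100% = reference agonist; some compounds past the cut are filed as inactive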
Target sequence (P37231 whole entry, looked up): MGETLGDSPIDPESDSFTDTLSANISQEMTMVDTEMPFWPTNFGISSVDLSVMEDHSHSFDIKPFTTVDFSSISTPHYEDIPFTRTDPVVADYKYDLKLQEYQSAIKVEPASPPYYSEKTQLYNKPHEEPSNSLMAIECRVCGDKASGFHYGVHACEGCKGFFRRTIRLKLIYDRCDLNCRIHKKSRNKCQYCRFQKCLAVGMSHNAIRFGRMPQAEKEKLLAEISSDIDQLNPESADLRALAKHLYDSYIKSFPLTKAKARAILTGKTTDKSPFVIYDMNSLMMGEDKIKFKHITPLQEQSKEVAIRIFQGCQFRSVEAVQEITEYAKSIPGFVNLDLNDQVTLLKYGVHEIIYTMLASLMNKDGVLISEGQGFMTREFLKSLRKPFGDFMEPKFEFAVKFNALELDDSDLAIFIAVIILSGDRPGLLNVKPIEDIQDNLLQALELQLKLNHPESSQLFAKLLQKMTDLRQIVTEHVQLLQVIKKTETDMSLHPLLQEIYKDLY
PPARg SRC-2 ag = promotes SRC-2 coactivator recruitment by human PPARgamma | P37231 | PPARgamma LBD-SRC-2 recruitment, biochemical | activation, % at 8 µM | 0.34% of 200,000 active | AID 1032; in the data active = activation above about 22%;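 also: 0% = vehicle and 100% = reference agonist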
TNAP act hi DEA = activators of human TNAP at high phosphate acceptor concentration | purified TNAP, CDP-star luminescence, 1 M DEA, 30 min; hits give high values; 0 = EDTA background, 1 = DMSO-only activity | activation factor at 20 µM | 200,000 tested, under 10 active | AID 1136;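 active = activation factor at least 2 at 20 µM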
Target sequence (P05186 whole entry, looked up): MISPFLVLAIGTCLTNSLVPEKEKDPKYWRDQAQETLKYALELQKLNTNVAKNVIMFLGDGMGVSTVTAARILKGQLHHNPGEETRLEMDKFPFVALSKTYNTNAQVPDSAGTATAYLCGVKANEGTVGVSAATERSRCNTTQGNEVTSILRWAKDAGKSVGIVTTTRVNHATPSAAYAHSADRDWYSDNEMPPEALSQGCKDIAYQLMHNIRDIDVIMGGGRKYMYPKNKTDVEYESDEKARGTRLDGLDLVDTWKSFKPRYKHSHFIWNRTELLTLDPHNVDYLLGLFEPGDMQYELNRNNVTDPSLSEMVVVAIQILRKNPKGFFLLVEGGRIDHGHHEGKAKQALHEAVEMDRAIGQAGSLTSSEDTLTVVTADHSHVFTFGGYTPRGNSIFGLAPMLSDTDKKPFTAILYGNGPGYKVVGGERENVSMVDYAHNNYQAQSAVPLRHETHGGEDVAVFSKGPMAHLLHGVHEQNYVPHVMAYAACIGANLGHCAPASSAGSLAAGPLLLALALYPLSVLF
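system = human TNAP | amount = enzyme diluted 1/800 final | reagent = 100 µM CDP-star substrate | signal = luminescent substrate turnover signal | dosing = one dose, 20 µM | benchmarks = EDTA negative control, DMSO positive control | measure = activation factor | timing = 30 min reaction, room temperature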
TNAP inh hiacc = TNAP (human) inhibition, high acceptor | P05186 | purified TNAP, CDP-star luminescence, 1 M DEA | inhibition, % at 20 µM | 0.03% of 200,000 active | AID 1135;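 active = over 50% inhibition of tissue-nonspecific alkaline phosphatase at 20 µM in the single-dose screen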;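 also: plate controls were DMSO wells for no effect and EDTA-quenched wells as full inhibition for full effect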
bIAP inh = intestinal alkaline phosphatase (bovine) inhibition. inhibition, % at 20 µM. purified bovine IAP, CDP-star luminescence, 30 min. 190,000 tested, under 10 active;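 active = over 50% inhibition of intestinal alkaline phosphatase at 20 µM in the single-dose screen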
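System: Purified bovine intestinal alkaline phosphatase (IAP) enzyme | Input: IAP diluted 1/65,000,000 in the well | Also added: CDP-star chemiluminescent phosphatase substrate, 30 µM final | Dosing: 20 µM single dose | Times: Enzyme reaction for 30 min at room temperature | Detection: Luminescence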
TNAP inh no acc = inhibitors of human TNAP without phosphate acceptor | purified TNAP, CDP-star luminescence, 30 min | P05186 | 0.26% of 200,000 active | inhibition, % at 20 µM;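 active = tissue-nonspecific alkaline phosphatase inhibition above about 50% at 20 µM in the single-dose screen, limit read from the data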;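 also: 0% = DMSO negative control and 100% = EDTA positive control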
SRC2 TRFRET art = TR-FRET artefact, counter-screen to PPARgamma/SRC-2 agonist assay; hits give high values; AID 1049; TR-FRET ratio at 8 µM; 0.4% of 200,000 active; in the data active = TR-FRET ratio above about 2000; also: inactives centre near 1500
PPARg SRC-1 ag = promotes SRC-1 coactivator recruitment by human PPARgamma; P37231; PPARgamma-SRC-1 coactivator recruitment biochemical assay; activation, % at 8 µM; 0.41% of 200,000 active; AID 631; in the data active = activation above about 19%;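 also: 0% = DMSO and 100% = reference agonist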
bIAP activator = increases bovine intestinal alkaline phosphatase activity. purified bovine IAP, CDP-star luminescence, 30 min; hits give high values; fold of DMSO-control signal, blank-subtracted. activation factor at 20 µM. 0.17% of 200,000 active. AID 1016;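 active = activation factor of 2 or more at 20 µM, a signal rise over negative controls twice the positive control's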
* marks the source's active call; other numbers are inactive results; . = not tested or not shown.

SMILES	HMGR II inh	PPARg SRC-3 ag	PPARg SRC-2 ag	TNAP act hi DEA	TNAP inh hiacc	bIAP inh	TNAP inh no acc	SRC2 TRFRET art	PPARg SRC-1 ag	bIAP activator
COc1ccccc1N1CCN(CC(O)c2ccc3cc[nH]c3c2)CC1 (stereo not drawn)	-12	10	5	1	1	10	-8	1581	2	0.9
CCOc1cccc2cc(C(=O)Nc3nccs3)c(=O)oc12	-4	1	-10	1	2	6	-3	1534	-2	0.9
CN(C)CCCOC(=O)CCc1ccccc1	-3	-14	-2	1.1	-6	4	-14	1533	1	1
COc1ccc(C(=O)Nc2cccc(NC(C)=O)c2)cc1OC	-5	-1	5	1	-1	16	-8	1659	1	0.8
OCCC1CN(Cc2ccc3cc(Cl)ccc3n2)CCN1Cc1ccsc1 (stereo not drawn)	-4	2	-1	1.1	-5	15	-9	1881	17	0.8
CCOC(=O)c1cnn(-c2nc3c(C)cccc3s2)c1C(F)(F)F	-4	3	11	1	2	6	-4	1624	3	0.9
O=C(O)CCCCCNC(=O)c1ccccc1	4	3	6	1.1	-7	12	-28	1633	7	0.9
Cc1ccnc(NS(=O)(=O)c2ccc(N=CC3=C(O)CC(C)(C)CC3=O)cc2)n1	4	-13	0	1	-1	2	-11	1431	-6	1
CC(C)=NNc1nc2c(c(=O)n(C)c(=O)n2C)n1CCc1ccccc1	-3	7	7	1	-4	-3	-6	1525	5	1
CCOC(Cn1c(CCCO)nc2ccccc21)OCC	3	1	8	1	-2	0	-16	1589	2	1
CCS(=O)(=O)NCc1csc(C)n1	-1	4	10	1	-2	12	-10	1780	13	0.9
CCOC(=O)/C(C#N)=C/c1cc2ccccc2nc1N1CCOCC1	-4	-2	7	1	0	18	-8	1601	0	0.8
O=C1CSC(c2ccccc2)N1CC12CC3CC(CC(O)(C3)C1)C2 (stereo not drawn)	-3	8	7	1	-4	-1	-8	1665	0	1
Cc1ccc(NS(=O)(=O)c2ccc3c(c2)C(=O)c2ccccc2C3=O)c(C)c1	4	-3	-2	1	4	17	-5	1441	4	0.8
COc1ccc(CCN(Cc2nc3ccccc3c(=O)[nH]2)C(=O)c2ccco2)cc1	-4	4	11	1	-2	2	-9	1640	5	1
O=C(CSc1nnc2ccccn12)Nc1ccc(S(=O)(=O)N2CCOCC2)cc1	-1	4	4	1	-1	0	-11	1571	5	1
CCn1cc(C(=O)N2CCc3ccccc32)c(=O)c2cc(S(=O)(=O)N3CCOCC3)ccc21	7	-12	3	1	0	0	-3	1376	-1	1
Cc1ccc(-c2nn(-c3ccccc3)cc2/C=C(\C#N)C(=O)NCc2ccccc2)cc1	-2	1	-5	1	-5	3	0	1571	0	1
CCSC(=S)Nc1c(C)n(C)n(-c2ccccc2)c1=O	-5	3	-2	1	-5	7	-1	1364	1	0.9
O=C1c2[nH]nc(-c3ccccc3O)c2C(c2cccc(Cl)c2)N1CC1CCCO1 (stereo not drawn)	0	7	-3	1.1	-7	-29	-87	1338	2	1.3
Cc1ccc(C)c(NC(=S)N2CCN(Cc3ccccc3)CC2)c1	-2	2	-5	1.1	-6	-17	-5	1459	-2	1.2
Cc1ccc2c(c1)N(CC(=O)NCc1cccs1)C(=O)C(C)O2 (stereo not drawn)	-2	-5	-2	1.1	-6	-1	-12	1727	-1	1
CCN(CC)CC(=O)Nc1ccc2c(c1)Nc1ccccc1CC2	-1	-5	5	1	-4	3	-4	1551	8	1
CCCn1nnnc1SCC(=O)NCc1ccc(OC)cc1	-6	6	13	1	-4	16	-12	1798	5	0.8
O=C(CCSc1ccccc1)Nc1nc2c(s1)COc1ccccc1-2	1	5	3	1	-4	26	-10	1481	2	0.7

Following part:
SMILES	HMGR II inh	PPARg SRC-3 ag	PPARg SRC-2 ag	TNAP act hi DEA	TNAP inh hiacc	bIAP inh	TNAP inh no acc	SRC2 TRFRET art	PPARg SRC-1 ag	bIAP activator
CCN(CC)C(=S)SCC(=O)Nc1ccc(F)cc1	1	3	-6	1	-3	4	-7	1369	-2	1
O=C(NC(=S)Nc1ccc(NC(=O)c2cccs2)cc1)c1ccc([N+](=O)[O-])cc1	-3	1	-2	1	1	13	-2	1479	-6	0.9
COc1ccc(NC(=O)[C@H](C)NC(N)=O)cc1S(=O)(=O)Nc1cc(C)ccc1Br	0	3	-4	1	-3	9	-22	1584	8	0.9
O=C(Nc1cccc2c1C(=O)NC2=O)c1cccc(N2C(=O)CCC2=O)c1	-5	13	12	1	-4	-3	-5	1545	-5	1
Cc1c(NC(=O)CSc2nc3ccc(Cl)cc3[nH]2)c(=O)n(-c2ccccc2)n1C	4	6	9	1	-2	-10	-1	1422	0	1.1
COc1ccc(C(c2c(O)cc(C)oc2=O)c2c(O)cc(C)oc2=O)cc1	-6	-1	-2	1	-3	19	-9	1552	7	0.8
CCOC(=O)CNC(=O)C(Cc1ccccc1)NC(=O)OCc1ccccc1 (stereo not drawn)	7	3	9	1	-4	8	-20	1597	4	0.9
Cc1ccc(-n2c(-c3ccncc3)nnc2-c2ccco2)cc1	-1	10	5	1.1	-7	0	-13	1672	5	1
CC(C)c1cc(C(=O)O)on1	0	-5	5	1	-3	8	-6	1582	-3	0.9
COC(=O)c1cccc(C(=O)Nc2ccc(F)cc2)n1	-5	-5	-3	1	-3	-15	-12	1396	-5	1.1
O=C1CC(c2cccc(Cl)c2)Cc2nc(N3CCN(c4ccccc4)CC3)ncc21 (stereo not drawn)	2	10	3	1	-2	28	-9	1543	3	0.7
COc1cccc(CNc2ccc(C)c(Cl)c2)c1	0	4	2	1	0	-8	-7	1728	-2	1.1
COc1ccc(NC2=C(C)C(=O)CC2)cc1	-5	-1	4	1	-5	22	-4	1513	7	0.8
CCc1cc(=O)oc2c(C)c(O)c(CN3CCCCC3)cc12	-1	7	0	1.1	-6	-1	-15	1488	-1	1
Oc1ccc(CN2CCC(Cc3ccccc3)CC2)c2cccnc12	1	1	4	1.1	-6	-5	-34	1594	5	1
Cc1noc(C)c1CN1C(=O)NC2(CCc3ccccc3C2)C1=O (stereo not drawn)	2	-4	-2	.	.	.	.	1540	-1	.
O=C(c1ccco1)N1CCN=C1SCc1ccccc1F	-4	2	7	1.1	-8	4	-3	1514	-3	1
COc1ccc(-c2cc(C(=O)Nc3c(C)nn(Cc4ccccc4Cl)c3C)no2)cc1OC	0	3	0	1	-2	1	-10	1522	2	1
CCOC(=O)c1c(-c2ccccc2)nc2ccc(Cl)cn12	-1	5	-1	1	-1	3	-5	1613	4	1
Cc1cc(=O)[nH]c2c1c(C)nn2C1CCCCC1	-8	9	6	1	-4	12	-10	1495	1	0.9
Cc1nnc(SCC(=O)NC2CC2)n1CCc1ccccc1	-3	9	1	1	-3	1	-10	1552	8	1
CC1Cc2cc(C3(O)C(=O)c4ccccc4C3=O)ccc2N1 (stereo not drawn)	-2	2	5	1	3	3	-5	1586	8	1
O=C(CCl)N(c1ccccc1)c1c[nH]c2ccccc12	-1	13	8	1.1	-7	10	-10	1569	1	0.9
COc1ccccc1NC(=O)C(=O)NCc1ccccc1Cl	-3	0	5	1	3	3	-2	1518	-3	1
Cc1ccccc1CSc1nc2ccccc2c(=O)[nH]1	-4	1	-2	1	-2	25	-9	1656	-2	0.8

Compounds shown so far that have fluorine:
SMILES	HMGR II inh	PPARg SRC-3 ag	PPARg SRC-2 ag	TNAP act hi DEA	TNAP inh hiacc	bIAP inh	TNAP inh no acc	SRC2 TRFRET art	PPARg SRC-1 ag	bIAP activator
CCOC(=O)c1cnn(-c2nc3c(C)cccc3s2)c1C(F)(F)F	-4	3	11	1	2	6	-4	1624	3	0.9
CCN(CC)C(=S)SCC(=O)Nc1ccc(F)cc1	1	3	-6	1	-3	4	-7	1369	-2	1
COC(=O)c1cccc(C(=O)Nc2ccc(F)cc2)n1	-5	-5	-3	1	-3	-15	-12	1396	-5	1.1
O=C(c1ccco1)N1CCN=C1SCc1ccccc1F	-4	2	7	1.1	-8	4	-3	1514	-3	1

Next part.
SMILES	HMGR II inh	PPARg SRC-3 ag	PPARg SRC-2 ag	TNAP act hi DEA	TNAP inh hiacc	bIAP inh	TNAP inh no acc	SRC2 TRFRET art	PPARg SRC-1 ag	bIAP activator
Cc1ccc(C(=O)C2CCN(C(=S)NCC3CCCO3)CC2)cc1 (stereo not drawn)	-4	9	3	1	-4	12	-7	1700	2	0.9
Cc1csc(NC(=O)CSc2nnc(NC(=O)COc3ccc(Cl)cc3)s2)n1	-3	-1	-3	1	-5	-10	3	1622	5	1.1
CCC(=O)c1ccc(N2CCCCC2)c(F)c1	-2	3	3	1	-3	-1	-4	1605	3	1
O=C(Cn1cnnn1)Nc1ccccc1Cc1ccccc1	-1	5	5	.	.	.	.	1668	9	.
COc1ccc(CCn2c(=N)c(C(=O)N3CCN(C)CC3)cc3c(=O)n4ccccc4nc32)cc1	5	1	6	1.1	-8	5	-10	1539	-3	1
CCC(C(=O)Nc1cc(C(=O)O)ccc1C)c1ccccc1 (stereo not drawn)	-4	2	-3	1.1	-7	-3	-13	1455	-4	1
COc1ccccc1CN1CC(C(=O)NC2CCCCC2)CC1=O (stereo not drawn)	0	-8	6	1	-2	-1	-2	1624	-1	1
Cc1cc2c(OCC(O)CNC(C)(C)C)cccc2[nH]1 (stereo not drawn)	-2	4	7	1	0	9	-7	1465	1	0.9
CSC1=C(C#N)C(c2ccccc2Cl)C(C(=O)c2cccs2)C(O)(C(F)(F)F)N1 (stereo not drawn)	0	2	7	1	-3	32	-5	1589	0	0.7
COC(=O)c1ccc(N2CCOCC2)c(NC(=O)Nc2cccc(OC)c2)c1	-9	-2	-5	1	-2	-1	0	1524	-2	1
CC(O)CNc1nc2c(c(=O)n(C)c(=O)n2C)n1CCc1ccccc1 (stereo not drawn)	3	16	3	1.1	-8	8	-16	1677	-6	0.9
CN(C)CCNc1c2c(c(C#N)c3nc4ccccc4n13)CCCC2	3	3	-6	1.1	-10	0	0	1605	1	1
Cc1ccc(S(=O)(=O)NC(C(=O)OCC(=O)NC(=O)c2cccn2C)C(C)C)cc1 (stereo not drawn)	2	-1	7	1.1	-10	6	-8	1690	5	0.9
CCOC(=O)N1CCC(NC(=O)C(C)n2c3ccccc3c3cnn(C)c(=O)c32)CC1 (stereo not drawn)	-6	0	-2	1	-1	-8	-7	1568	-9	1.1
O=C(COC(=O)c1cccs1)Nc1ccccc1[N+](=O)[O-]	-2	-6	-3	1	2	3	-4	1717	-2	1
CC1(C)COC2(OC1)C(=O)N(CN1CCOCC1)c1ccccc12	-7	0	-9	1.1	-8	5	-7	1393	-6	0.9
O=C(O)CC1S/C(=N/N=C/c2ccc(-c3ccc(Cl)c([N+](=O)[O-])c3)o2)NC1=O (stereo not drawn)	1	6	9	1	3	-1	-10	1656	-2	1
CC(C)Cn1c(N)c(C(=O)CSc2nc3ccccc3c(=O)n2CCCN2CCOCC2)c(=O)n(C)c1=O	2	-2	-2	1.1	-7	-3	-4	1859	6	1
CCOC(=O)N1CCN(C(=O)COc2cccc3c2CCN(Cc2ccccc2F)C3=O)CC1	-4	0	2	1	-2	28	-1	1651	-2	0.7
COC(=O)c1c(F)c(F)c(N2CCOCC2)c(F)c1F	4	-3	-6	1	-4	12	-14	1544	-1	0.9
